High-throughput results: PubChem BioAssay, National Center for Advancing Translational Sciences (NCATS)
uPA generation: cell surface uPA generation inhibition; 0.31% of 330,000 active; cell surface uPA generation assay, qHTS; Potency, µM (series often up to 38.3 µM), for inactives: at the top dose activity change, negative = inhibition, usual class: inhibitors; active = well fitted inhibition curve with a large enough effect; inconclusive = small, poorly fitted or top-dose-only effect; inactive = no such curve, though single readings can be large or run the other way; tested in mouse RAW 264.7 cells; also: % is scaled to controls: 0 for no effect and ±100 for the full control effect; nearly all actives have a fitted effect of over 55% in size
MBNL1-CUG inh: inhibitors of human MBNL1 binding to CUG repeat RNA; Q9NR56; TR-FRET MBNL1-His/biotin-(CUG)12 binding, 665/545 ratio; Potency, µM (titrated, usually from 57.5 µM), inactives show top-dose activity change, negative = inhibition, most hits filed as inhibitors; 0.036% of 280,000 active; active = well fitted inhibition curve with a large enough effect in the signal ratio, with a control signal flat, not every such curve was filed as active; inconclusive = small, poorly fitted or top-dose-only effect, or effect the other way, or a change in a side signal; inactive = no such curve, though single readings can be large or run the other way; the % refers to the signal ratio; also: % is scaled to controls: 0 for no effect and ±100 for the full control effect
Target sequence (Q9NR56 whole entry, looked up): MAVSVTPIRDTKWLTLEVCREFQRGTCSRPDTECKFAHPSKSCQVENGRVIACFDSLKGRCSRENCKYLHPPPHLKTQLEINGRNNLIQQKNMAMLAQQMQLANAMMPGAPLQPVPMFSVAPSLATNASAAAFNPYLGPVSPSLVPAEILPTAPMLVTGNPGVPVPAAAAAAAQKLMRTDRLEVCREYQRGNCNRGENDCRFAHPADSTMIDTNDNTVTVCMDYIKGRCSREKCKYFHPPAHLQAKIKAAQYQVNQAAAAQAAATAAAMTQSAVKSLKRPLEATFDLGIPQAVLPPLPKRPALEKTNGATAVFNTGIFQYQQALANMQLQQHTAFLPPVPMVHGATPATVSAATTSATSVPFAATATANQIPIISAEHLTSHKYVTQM
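His-tagged MBNL1 binding to biotinylated (CUG)12 RNA was measured by TR-FRET using terbium anti-His antibody (0.055 ng/ul final) and streptavidin-XL665 (5 nM final). Compounds were titrated 92 nM to 58 uM; 60 min at room temperature.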
Rab9 prom act: activators of Rab9 promoter | Huh7 Rab9 promoter-luciferase reporter, luminescence, 24 h | Potency, µM (titrated, usually from 9.22 µM), without a hit: at the highest dose activation, negative = inhibition, actives largely listed as activators | 2.8% of 320,000 active | AID 485297; also: % of control where 0% means no effect; nearly all actives have a fitted effect of over 60% in size
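Using Huh7 cells stably transfected with Rab9 promoter–luciferase, compounds were incubated 24 h at 37 °C, 5% CO2; luciferase luminescence was read 10 min after reagent addition.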
RORgamma inh: inhibitors of mouse ROR gamma transcriptional activity; 5.4% of 310,000 active; Potency, µM (top dose mostly 53.6 µM), without a hit: top-dose activity change, negative = inhibition, most hits filed as inhibitors; P51450; AID 2551; Drosophila S2 Gal4-RORgamma UAS-luciferase reporter, 20 h; also: % is scaled to controls: 0 for no effect and ±100 for the full control effect; nearly all actives have a fitted effect of over 60% in size
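ROR gamma transcriptional activity was tracked as Gal4-UAS luciferase output in stably transfected Drosophila Schneider cells, with compound added 1 hr before 700 uM copper sulfate induction and a 20 hr ambient-temperature incubation.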
FLuc counter: firefly luciferase modulation, counter-screen for miR-21 project | purified FLuc, Km substrates, luminescence inhibition | 6.9% of 360,000 active | P08659 | AID 588342 | Potency, µM (series often up to 57.5 µM), inactives show top-dose activity change, negative = inhibition, usual class: inhibitors;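 also: plate controls were vehicle for no effect and reference inhibitor for full effect; nearly all actives have a fitted effect of over 55% in size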
Target sequence (P08659 whole entry, looked up): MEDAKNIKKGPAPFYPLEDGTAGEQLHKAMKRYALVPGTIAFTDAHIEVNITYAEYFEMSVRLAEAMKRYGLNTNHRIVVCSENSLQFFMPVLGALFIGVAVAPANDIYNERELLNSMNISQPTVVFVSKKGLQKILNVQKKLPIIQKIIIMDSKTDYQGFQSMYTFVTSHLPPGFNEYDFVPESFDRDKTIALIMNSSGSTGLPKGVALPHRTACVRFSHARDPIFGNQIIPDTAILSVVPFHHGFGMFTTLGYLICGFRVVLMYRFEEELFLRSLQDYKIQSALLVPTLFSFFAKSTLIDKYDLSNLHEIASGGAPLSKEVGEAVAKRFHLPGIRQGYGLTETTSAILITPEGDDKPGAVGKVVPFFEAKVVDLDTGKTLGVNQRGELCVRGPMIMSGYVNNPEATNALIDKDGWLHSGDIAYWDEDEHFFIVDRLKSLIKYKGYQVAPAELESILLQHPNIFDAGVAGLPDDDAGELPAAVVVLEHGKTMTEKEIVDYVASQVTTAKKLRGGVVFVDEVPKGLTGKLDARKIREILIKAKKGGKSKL
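Purified P. pyralis luciferase, 10 nM final, with Km-level 10 uM D-luciferin and 10 uM ATP in 50 mM Tris acetate pH 7.5, 10 mM Mg acetate, 0.01% Tween-20, 0.05% BSA; 6-point qHTS titration about 60 µM downward; luminescence read.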
p53 reactivator: mutant p53 re-activation in reporter cells; H1299 p53-A138V BP100-luciferase reporter, luminescence, 24 h; Potency, µM (titrated, usually from 92.2 µM), for inactives: top-dose activity change, positive = activation, usual class: activators; 0.063% of 320,000 active; also: % of control where 0% means no effect; nearly all actives have a fitted effect of over 45% in size
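H1299 (p53-null), stable ts p53-A138V + BP100-Luc; 1000 cells/well, Opti-MEM/10% FBS; cpd 4 pt, 1:5; 24 h, 37 deg C, 5% CO2; detection reagent 10 min RT; luminescence.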
Gal4-VP16 FLuc: inhibits Gal4-VP16 luciferase reporter, ROR gamma counter-screen; Drosophila S2 Gal4-VP16 UAS-luciferase, luminescence, 20 h; Potency, µM (series often up to 53.6 µM), without a hit: at the highest dose activity, negative = inhibition, usual class: inhibitors; 3.5% of 310,000 active; AID 2546;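 also: Gal4-VP16 expression switched on by copper sulfate through the metallothionein promoter; % is scaled to controls: 0 for no effect and ±100 for the full control effect; nearly all actives have a fitted effect of over 50% in size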
BRCA1 expr act: activators of BRCA1 expression | MCF7-BRCA1-FFLuc reporter, luminescence, 48 h; response scale: scaled: vehicle 0%, 10 µM genistein 100% | Potency, µM (doses to about 46.1 µM), for inactives: top-dose activation, most hits filed as activators | 1.1% of 380,000 active; also: nearly all actives have a fitted effect of over 80% in size; some results filed as inactive show a strong effect at the top dose
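Cells: MCF7-BRCA1-FFLuc, 2000/well. Exposure: 48 h, 37 °C, 5% CO2. Read: luminescence, 15 min post-substrate. Controls: genistein 10 microM (maximal activation), DMSO (neutral).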
NPC1 prom act: NPC1 promoter activation. Huh7 NPC1 promoter luciferase reporter, 24 h. Potency, µM (series often up to 9.22 µM), without a hit: at the highest dose activation, usual class: activators. 2.4% of 320,000 active;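 also: % of control where 0% means no effect; nearly all actives have a fitted effect of over 60% in size; reporter is driven by a mutant NPC1 promoter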
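Cells: Huh7 expressing luciferase under the NPC1 promoter, 1500/well. Seeded 2 h, compound added, incubated 24 h at 37 °C. Luciferase reagent, 10 min ambient, then luminescence.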
ELG1 genotox: induces genotoxicity in HEK293T cells with luciferase-tagged ELG1; HEK293T ELG1-luciferase reporter, luminescence, 16 h; Potency, µM (titrated, usually from 46 µM), for inactives: top-dose activity change, positive = activation, most hits filed as activators; 1.3% of 330,000 active; also: % of control where 0% means no effect; nearly all actives have a fitted effect of over 60% in size
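Screening used a luciferase reporter fused to human ELG1 in HEK293T cells. Luminescence was read on a CCD plate imager after 16 hr exposure and 30 min ONE-Glo incubation.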
An asterisk follows results filed as active; [ ] = dose if it differs, or a comment. Unless noted, calls follow the shape of the dose curve; as a rule, active = well fitted curve in the direction sought with a large enough effect; inconclusive = small, poorly fitted or top-dose-only effect, or another doubt; inactive = no such curve, though single readings can be large; an effect the other way counts as inactive or inconclusive. Potency is read from the fitted curve at half-maximal effect. These rows are one share of the data; rates above refer to the full screens.

`O=C1C2C3CCC(C3)C2C(=O)N1c1ccc(OS(=O)(=O)c2ccccc2)cc1` (centres undefined) gave uPA generation -3%, MBNL1-CUG inh -3%, Rab9 prom act 1.1µM*, RORgamma inh inconclusive, FLuc counter 12µM*, p53 reactivator inconclusive, Gal4-VP16 FLuc inconclusive, BRCA1 expr act inconclusive, NPC1 prom act 3.5µM* and ELG1 genotox inconclusive.
CCS(=O)(=O)C1=NN2C(=N)/C(=C\c3ccc(OC(=O)c4ccco4)cc3)C(=O)N=C2S1 was read as uPA generation 10%, MBNL1-CUG inh inconclusive, Rab9 prom act -2%, RORgamma inh -29%, FLuc counter inconclusive, p53 reactivator 1%, Gal4-VP16 FLuc 15%, BRCA1 expr act 5%, NPC1 prom act -5% and ELG1 genotox -1%.
Screening O=P(CCl)(Nc1ccccc1)C(Cl)(Cl)Cl (centres undefined) returned uPA generation 4%, MBNL1-CUG inh -1%, Rab9 prom act -6%, RORgamma inh -25%, FLuc counter -3%, p53 reactivator 3%, Gal4-VP16 FLuc 2%, BRCA1 expr act 0%, NPC1 prom act 0% and ELG1 genotox 3%.
N=C1c2ccccc2CN1c1ncccn1 was read as uPA generation 8%, MBNL1-CUG inh -1%, Rab9 prom act 0%, RORgamma inh -8%, FLuc counter 7%, p53 reactivator 3%, Gal4-VP16 FLuc -9%, BRCA1 expr act -22%, NPC1 prom act -4% and ELG1 genotox 3%.
CCn1cc(C(=O)c2ccccc2)c2ccccc21 was read as uPA generation -6%, MBNL1-CUG inh -7%, Rab9 prom act -6%, RORgamma inh 17%, FLuc counter 1%, p53 reactivator 1%, Gal4-VP16 FLuc 6%, BRCA1 expr act -42%, NPC1 prom act -2% and ELG1 genotox 1%.
Screening CC1=NN(c2ccccc2)C(=O)C1/C=C1\C(=O)NC(=O)N(c2cc(C)cc(C)c2)C1=O (centres undefined) returned uPA generation 10%, MBNL1-CUG inh 5%, Rab9 prom act -5%, RORgamma inh 3%, FLuc counter 9.5µM*, p53 reactivator -4%, Gal4-VP16 FLuc -8%, BRCA1 expr act -7%, NPC1 prom act -3% and ELG1 genotox 5%.
`CCC(C)C1N=C(c2ccccc2)c2cc(Cl)ccc2N(CC(=O)NCc2ccco2)C1=O` (centres undefined) gave uPA generation 9%, MBNL1-CUG inh 8%, Rab9 prom act 0%, RORgamma inh 13%, FLuc counter 1%, p53 reactivator -2%, Gal4-VP16 FLuc -22%, BRCA1 expr act 0%, NPC1 prom act 0% and ELG1 genotox 1%.
For O=C(Nc1ccc2nc(-c3cccs3)c(-c3cccs3)nc2c1)NC1CC1 the results were MBNL1-CUG inh 72%[activator], Rab9 prom act -1%, RORgamma inh inconclusive, FLuc counter 0%, p53 reactivator 3%, Gal4-VP16 FLuc inconclusive, BRCA1 expr act -15%, NPC1 prom act -1% and ELG1 genotox -5%.
Screening CCOC(=O)C1CCN(C=C2C(=O)N(C)C(=S)N(C)C2=O)CC1 returned uPA generation -4%, Rab9 prom act -2%, RORgamma inh -2%, FLuc counter -1%, p53 reactivator 23%, Gal4-VP16 FLuc 0%, BRCA1 expr act -40%, NPC1 prom act -3% and ELG1 genotox -5%.
`O=P(NS(=O)(=O)c1ccccc1)(Oc1ccccc1)Oc1ccccc1` gave uPA generation -7%, MBNL1-CUG inh 0%, Rab9 prom act 4%, RORgamma inh 3%, FLuc counter -1%, p53 reactivator -5%, Gal4-VP16 FLuc 4%, BRCA1 expr act 0%, NPC1 prom act -4% and ELG1 genotox -2%.
Screening CNC(=O)Oc1ccc2ncccc2c1 returned uPA generation -2%, MBNL1-CUG inh 2%, Rab9 prom act 0%, RORgamma inh inconclusive, FLuc counter 0%, p53 reactivator 10%, Gal4-VP16 FLuc -13%, BRCA1 expr act 0%, NPC1 prom act -3% and ELG1 genotox 0%.
For CC1(C)CC(=O)C2=C(C1)N1C(=C(C#N)C2c2ccc(Cl)cc2)N=C(N)c2ccccc21 (centres undefined) the results were uPA generation inconclusive, MBNL1-CUG inh 0%, Rab9 prom act -3%, RORgamma inh inconclusive, FLuc counter -2%, p53 reactivator -16%, Gal4-VP16 FLuc -21%, BRCA1 expr act -83%[inhibitor], NPC1 prom act -3% and ELG1 genotox -4%.
Screening O=c1c2ccccc2nc(-c2ccco2)n1-c1ccccn1 returned uPA generation -2%, MBNL1-CUG inh 8%, Rab9 prom act 2%, RORgamma inh -9%, FLuc counter -10%, p53 reactivator -7%, Gal4-VP16 FLuc 3%, BRCA1 expr act -2%, NPC1 prom act 1% and ELG1 genotox 3%.
For CCn1ccnc1CN1CCCC(C(=O)c2cc(F)ccc2OC)C1 (centres undefined) the results were uPA generation -3%, MBNL1-CUG inh -15%, Rab9 prom act -9%, RORgamma inh 2µM*, FLuc counter -2%, p53 reactivator 0%, Gal4-VP16 FLuc 16µM*, BRCA1 expr act -17%, NPC1 prom act -1% and ELG1 genotox -5%.
Screening CC(=O)N(C(C)=O)c1ncc2c([nH]c3ccccc32)c1C#N returned uPA generation inconclusive, MBNL1-CUG inh -10%, Rab9 prom act 0%, RORgamma inh 1%, FLuc counter -13%, p53 reactivator -21%, Gal4-VP16 FLuc -10%, BRCA1 expr act -4%, NPC1 prom act 8% and ELG1 genotox -16%.
Screening Cc1nc2ccccc2c(=O)n1-c1ccc([N+](=O)[O-])cc1 returned uPA generation 3%, MBNL1-CUG inh inconclusive, Rab9 prom act 11%, RORgamma inh 1%, FLuc counter 5%, p53 reactivator inconclusive, Gal4-VP16 FLuc 2%, BRCA1 expr act 91%, NPC1 prom act 1% and ELG1 genotox inconclusive.
For COc1cccc(-n2c(O)c(C=NCc3ccc4c(c3)OCO4)c(=O)[nH]c2=O)c1 the results were MBNL1-CUG inh -5%, Rab9 prom act 6%, RORgamma inh 18%, FLuc counter -1%, p53 reactivator -11%, Gal4-VP16 FLuc 2%, BRCA1 expr act 0%, NPC1 prom act -4% and ELG1 genotox 4%.
`Fc1ccc(C2=CCN(C(c3ccc(Cl)cc3)c3nnnn3Cc3ccccc3)CC2)cc1` (centres undefined) gave uPA generation 10%, MBNL1-CUG inh -6%, Rab9 prom act -5%, RORgamma inh 15%, FLuc counter -2%, p53 reactivator 17%, Gal4-VP16 FLuc inconclusive, BRCA1 expr act -21%, NPC1 prom act 0% and ELG1 genotox -5%.
Screening CCC(N)Cc1c[nH]c2ccccc12 (centres undefined) returned uPA generation 16%, MBNL1-CUG inh -7%, Rab9 prom act 0%, RORgamma inh 6%, FLuc counter -3%, p53 reactivator -2%, Gal4-VP16 FLuc 8%, BRCA1 expr act -16%, NPC1 prom act 3% and ELG1 genotox -6%.
For OC(CN1CCC(c2c[nH]c3ccccc23)CC1)C(F)(F)F (centres undefined) the results were uPA generation 4%, MBNL1-CUG inh 2%, Rab9 prom act 6%, RORgamma inh -17%, FLuc counter -1%, p53 reactivator 1%, Gal4-VP16 FLuc 6%, BRCA1 expr act 3%, NPC1 prom act -2% and ELG1 genotox -1%.
`COC(=O)C1=C(C)N(Cc2ccccc2)C(=NCc2ccccc2)N[C@H]1c1cccc(C(F)(F)F)c1` gave uPA generation inconclusive, p53 reactivator -11%, BRCA1 expr act -61% and ELG1 genotox -13%.
Screening CC12CCC3C(CC=C4CC(O)CCC43C)C1C/C(=C\c1cccc(F)c1)C2=O (centres undefined) returned uPA generation 1%, MBNL1-CUG inh 4%, Rab9 prom act 1%, RORgamma inh inconclusive, FLuc counter 2%, p53 reactivator -8%, Gal4-VP16 FLuc -28%, BRCA1 expr act -21%, NPC1 prom act -3% and ELG1 genotox -3%.
Screening CC(=NCc1cccnc1)c1c(O)n(Cc2ccccc2)c(=O)[nH]c1=O returned uPA generation -5%, MBNL1-CUG inh -5%, Rab9 prom act -6%, RORgamma inh -12%, FLuc counter 1%, p53 reactivator -13%, Gal4-VP16 FLuc 4%, BRCA1 expr act -16%, NPC1 prom act 1% and ELG1 genotox -1%.
Screening COc1ccccc1CCNC1CCC(C(C)(C)C)CC1 (centres undefined) returned MBNL1-CUG inh 3%, Rab9 prom act -2%, RORgamma inh -1%, FLuc counter -3%, p53 reactivator -37%[inhibitor], Gal4-VP16 FLuc inconclusive, BRCA1 expr act -36%, NPC1 prom act 2% and ELG1 genotox -7%.
Screening CN(C)C(=O)Oc1ccc(OC(=O)c2ccccc2)cc1 returned uPA generation -2%, MBNL1-CUG inh inconclusive, Rab9 prom act -2%, RORgamma inh -32%, FLuc counter 6.7µM*, p53 reactivator 13%, Gal4-VP16 FLuc -25%, BRCA1 expr act 10%, NPC1 prom act -4% and ELG1 genotox inconclusive.
For O=C(C1=C[C@H](c2csc3ccccc23)C[C@H](OCc2ccc(CO)cc2)O1)N1CCN(Cc2ccccc2)CC1 the results were uPA generation inconclusive, MBNL1-CUG inh 16%, Rab9 prom act -4%, RORgamma inh 29%, FLuc counter -1%, p53 reactivator -4%, Gal4-VP16 FLuc -4%, BRCA1 expr act -70%, NPC1 prom act -4% and ELG1 genotox -11%.
Cc1cc(=O)oc2c(C)c(OCC(=O)N3CCN(Cc4ccc5c(c4)OCO5)CC3)ccc12 was read as uPA generation -4%, MBNL1-CUG inh -9%, Rab9 prom act -2%, RORgamma inh 30%, FLuc counter 2%, p53 reactivator -9%, Gal4-VP16 FLuc -6%, BRCA1 expr act 7%, NPC1 prom act -2% and ELG1 genotox -6%.
